# Screens from PubChem.
# Bcl-XL Bim block = inhibitors of Bim-Bcl-XL binding, primary screen, biochemical, multiplexed, bead flow cytometry, human Bcl-XL | Bim peptide-Bcl-XL binding, fluorescence | inhibition, % at 10 µM | 0.04% of 190,000 active | AID 1007, 2008
# Bim-Bcl-2 = inhibitors of Bim-Bcl-2 binding, primary screen, biochemical, multiplexed, human Bcl-2 family; Apoptosis regulator Bcl-2 (Homo sapiens), P10415; Bead-based flow cytometry, Bim peptide-Bcl-2 binding; inhibition, % at 10 µM; 0.06% of 190,000 active; in the data active = inhibition above about 40%; inconclusive = no clear call, values can overlap the other calls;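 also: 0% = no compound wells with probe peptide and 100% = reference peptide inhibitor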
# RGS4-Gao reg = modulators of RGS4 binding to Galphao, primary screen, biochemical, multiplexed bead flow cytometry; actives lie on both sides; Guanine nucleotide-binding protein G(o) subunit alpha (Homo sapiens), P09471; 0.33% of 220,000 active; binding response (% of control), % at 10 µM; AID 1415, 2008; in the data active = binding response below about 49% or above about 150%; inactive = in between;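 also: fluorescent Galphao activated with aluminum fluoride binding bead-coupled RGS4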
# Bcl-W Bim block = inhibitors of Bim binding to Bcl-W, primary screen, biochemical, multiplexed, bead-based flow cytometry; Bcl-2-like protein 2 (Homo sapiens), Q92843; Bim peptide-Bcl-W binding; inhibition, % at 10 µM; 0.02% of 190,000 active; AID 952, 2007;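 also: 0% = bound tracer without compound and 100% = peptide blocker; higher means less fluorescent Bim peptide bound to Bcl-W beads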
# Target sequence (Q92843 whole entry, looked up): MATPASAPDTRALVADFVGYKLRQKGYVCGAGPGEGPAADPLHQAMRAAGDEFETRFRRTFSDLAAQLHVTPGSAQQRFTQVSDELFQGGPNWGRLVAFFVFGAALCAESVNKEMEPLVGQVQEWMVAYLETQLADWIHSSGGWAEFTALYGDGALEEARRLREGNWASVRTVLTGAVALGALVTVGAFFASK
# RGS7-Gao reg = RGS7-Galphao binding modulators, primary screen, biochemical, multiplexed bead flow cytometry. Guanine nucleotide-binding protein G(o) subunit alpha (Homo sapiens), P09471. actives lie on both sides. binding response (% of control), % at 10 µM. 0.35% of 220,000 active. AID 1439, 2008; in the data active = binding response below about 49% or above about 150%; inconclusive = no clear call, values can overlap the other calls; inactive = in between;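 also: fluorescent Galphao held in activated GDP-AlF4 state binding bead-coupled RGS7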
# RGS8-Gao reg = RGS8-Galphao binding modulators, primary screen, biochemical, multiplexed bead flow cytometry; 0.34% of 220,000 active; AID 1423, 2008; response (percent of control binding), % at 10 µM; Guanine nucleotide-binding protein G(o) subunit alpha (Homo sapiens), P09471; actives lie on both sides; in the data active = response below about 60% or above about 140%; inactive = in between;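 also: Galphao activated as the GDP aluminium fluoride complex binding bead-coupled RGS8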
# GSH bead fluor = compound fluorescence on glutathione beads, profiling panel, artefact control, biophysical, 488/530 nm, flow cytometry; 0.25% of 190,000 active; fluorescence (KMESF) at 10 µM; GSH beads flow cytometry, compound fluorescence 488/530 nm; active compounds read high; in the data active = fluorescence above about 89;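 also: glutathione beads carrying GST-tagged Bcl family fusion proteins plus one bare bead set; values are compound well signal with DMSO vehicle wells as background; inactives centre near 16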
# Bfl-1 Bim block = inhibitors of Bim binding to Bfl-1, primary screen, biochemical, multiplexed, bead-based flow cytometry. Bcl-2-related protein A1 (Homo sapiens), Q16548. Bim-Bfl-1 binding inhibition. inhibition, % at 10 µM. 0.12% of 190,000 active;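 also: 0% = wells without compound plus tracer and 100% = blocker peptide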
# ABCG2 block = ABCG2 efflux pump inhibitors, primary screen, multiplex with ABCB1, IgMXP3 cells, flow cytometry | 0.1% of 190,000 active | AID 1325, 2008 | JC-1 efflux | inhibition, % at 6.6 µM;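 active = inhibition above 80%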;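 also: 0% = DMSO and 100% = nicardipine control wells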
# Target sequence (Q9UNQ0 whole entry, looked up): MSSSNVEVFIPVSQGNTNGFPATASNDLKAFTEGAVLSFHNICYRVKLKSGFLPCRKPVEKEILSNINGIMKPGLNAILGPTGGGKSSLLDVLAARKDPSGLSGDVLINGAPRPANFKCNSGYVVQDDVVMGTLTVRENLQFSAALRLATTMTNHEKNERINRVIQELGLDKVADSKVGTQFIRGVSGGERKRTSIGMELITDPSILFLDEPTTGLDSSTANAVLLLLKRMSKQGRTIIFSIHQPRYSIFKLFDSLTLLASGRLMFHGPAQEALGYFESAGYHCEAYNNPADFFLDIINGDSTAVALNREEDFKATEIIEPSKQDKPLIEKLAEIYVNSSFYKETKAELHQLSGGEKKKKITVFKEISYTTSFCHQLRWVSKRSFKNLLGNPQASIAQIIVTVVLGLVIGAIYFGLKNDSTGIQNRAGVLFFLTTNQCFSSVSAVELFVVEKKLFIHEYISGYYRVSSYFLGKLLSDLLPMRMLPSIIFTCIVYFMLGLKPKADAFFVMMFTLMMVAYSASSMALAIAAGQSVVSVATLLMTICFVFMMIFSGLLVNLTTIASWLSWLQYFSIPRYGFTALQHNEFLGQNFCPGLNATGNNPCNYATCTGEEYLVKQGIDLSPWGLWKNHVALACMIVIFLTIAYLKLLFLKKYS
#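 Times: 10 min at 25 °C | Test system: Two drug-resistant human cell lines, ABCG2 and ABCB1 | Quantity: 3 million cells/mL final, two lines in 1:1 ratio | Signal: Flow cytometry, 530 nm JC-1 signal | Dosing: Compound at 6.6 µM | Controls: Nicardipine and DMSO wells | Reagent: JC-1 as fluorescent efflux pump substrate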
# ABCB1 inh = ABCB1 efflux pump inhibitors, primary screen, cell-based, multiplex, flow cytometry, ABCG2 counter-screen; ATP-dependent translocase ABCB1 (Homo sapiens), P08183; CCRF-Adr cells, JC-1 efflux; inhibition, % at 6.6 µM; 0.067% of 190,000 active; in the data active = inhibition above about 40%;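 also: 0% = vehicle and 100% = reference inhibitor; higher value means more JC-1 retained so stronger ABCB1 efflux block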
# Bim-Bcl-B = inhibitors of Bim-Bcl-B binding, primary screen, biochemical, multiplexed, human Bcl-2 family. inhibition, % at 10 µM. 0.073% of 190,000 active. bead-based flow cytometry, Bim peptide-Bcl-B binding. AID 951, 2007. Bcl-2-like protein 10 (Homo sapiens), Q9HD36;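 also: 0% = tracer peptide without compound and 100% = reference inhibitor peptide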
# Target sequence (Q9HD36 whole entry, looked up): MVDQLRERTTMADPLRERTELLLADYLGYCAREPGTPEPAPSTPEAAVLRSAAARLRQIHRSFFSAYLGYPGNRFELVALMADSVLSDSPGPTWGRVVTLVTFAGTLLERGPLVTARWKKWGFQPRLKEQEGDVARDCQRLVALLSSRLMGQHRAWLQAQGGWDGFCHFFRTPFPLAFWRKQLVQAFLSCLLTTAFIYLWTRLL
# * hit, by the source's call; u = inconclusive; [ ] = dose if it differs, or a comment. Rule as the data show it, unless noted: active = inhibition above about 40%.
SMILES,Bcl-XL Bim block,Bim-Bcl-2,RGS4-Gao reg,Bcl-W Bim block,RGS7-Gao reg,RGS8-Gao reg,GSH bead fluor,Bfl-1 Bim block,ABCG2 block,ABCB1 inh,Bim-Bcl-B
Cc1cc(C)c2sc(N(CCCN(C)C)C(=O)COc3ccc(Cl)cc3)nc2c1,0,0,114,1,112,111,14,-4,3,1.1,-5
CC(C)(c1ccccc1)c1ccc(OCCCN2CCNCC2)cc1,-2,0,102,0,108,103,24,-5,1,0.1,-3
c1ccc2c(c1)OCC(c1nnc3sc(-c4cnccn4)nn13)O2 (stereo not drawn),8,-5,94,0,99,101,19,-2,-1,-0.1,-12
Clc1cccc(OCCCN2CCCC2)c1Cl,-5,-3,97,-4,96,101,8,0,-1,0.1,-6
COc1ccc(C2=CC(c3ccc(OC)c(OC)c3)NC(=S)N2)cc1 (stereo not drawn),-11,-13,104,-3,101,102,23,-21,3,0.4,-13
O=C(CC1SC(=O)N(c2ccccc2)C1=O)Nc1ccccc1 (stereo not drawn),-5,-13,100,-4,99,98,12,-13,-3,-7.5,-10
COC(=O)c1c(NC(=S)Nc2ccc(C(=O)N3CCOCC3)cc2)sc2c1CCC2,-1,-1,100,0,96,105,24,-4,3,0.5,-6
CCN(CC)CCN1C(=O)c2ccccc2NC1c1ccc(C)cc1 (stereo not drawn),-3,-9,100,0,94,100,13,-9,5,0.9,-7
COc1ccc(CC(NC(C)=O)C(=O)NC2CCN(S(=O)(=O)c3ccc(NC(C)=O)cc3)CC2)cc1OC (stereo not drawn),-2,1,104,2,99,104,11,-3,0,-0.2,-2
O=C(O)c1cc2nc3c(c(C(F)(F)F)n2n1)CCCC3,-3,-1,103,0,100,103,16,-6,1,-0.1,-3
Cc1c(Nc2scc(-c3ccccc3)[n+]2-c2ccccc2)c(=O)n(-c2ccccc2)n1C,0,-2,100,0,99,103,6,-3,0,-0.4,-1
CCOC(=O)N1CCN(CC(O)COC(CC)c2ccccc2)CC1 (stereo not drawn),-9,-13,93,-4,94,95,24,-22,19,1.7,-11
O=C(/C=C/c1ccc(Cl)cc1Cl)Nc1ccncc1,-7,-1,99,-4,102,102,10,0,6,-2.2,-7
CC(=O)NNc1ncnc2c1cnn2-c1ccc(C)c(Cl)c1,0,0,103,-1,98,101,11,-6,2,0.5,-4
O=C(NCCc1csc(-c2cccnc2)n1)c1cccc2ccccc12,-4,-11,105,-1,108,102,25,-9,1,0.6,-10
O=C(N/N=C/c1ccc2ncccc2c1)c1ccco1,0,-1,104,0,109,102,13,6,2,0.3,-6
Cc1ccc(C(=O)CC2(O)C(=O)N(C)c3ccc(Br)cc32)c(C)c1 (stereo not drawn),-4,-7,100,0,100,101,23,-10,1,0.5,-5
CCOC(=O)N1CCC(Nc2c(N3CCN(c4cccc(C(F)(F)F)c4)CC3)c(=O)c2=O)CC1,-2,-2,102,7,99,98,16,-11,5,0.3,-6
Cc1cccc2cc(C#N)c(SCc3nnc(-c4ccccc4[N+](=O)[O-])o3)nc12,-1,0,99,-2,103,89,5,2,12,1.9,-8
COc1ccc(-c2cc(C(F)F)n3ncc(C(=O)N4CCN(C(=O)c5ccco5)CC4)c3n2)cc1,1,-1,105,2,103,103,22,-2,4,1.1,-1
S=c1sc2c(N3CCN(Cc4ccccc4)CC3)ncnc2n1-c1ccccc1,-15,-16,96,-9,98,101,26,-22,20,2.6,-14
N#Cc1c(-c2ccccc2)cc(-c2ccccc2)nc1Br,-5,0,100,-2,103,98,3,0,4,-0.7,-3
Cc1nc2ccccc2n1C(=O)c1cc(-c2ccc(Br)cc2)nc2ccccc12,-7,-7,107,-1,106,105,35,-11,11,0.9,-8
CCCCNCc1cc(Br)c(OCC(=O)NCc2ccccc2)c(OC)c1,-4,-5,104,-1,107,105,12,-7,8,4.8,-8
O=C(Nc1ccn(Cc2ccccc2F)n1)c1ccc(COc2cc(Cl)ccc2Cl)o1,1,1,102,-2,98,99,11,0,9,1.4,0
CCOc1ccc(NC(=S)/C(=C(\[O-])c2ccc(C)c([N+](=O)[O-])c2)[n+]2ccccc2)cc1,-3,-2,107,-6,105,95,11,-2,-2,-0.5,0
COC(=O)c1ccc(COC(=O)CCc2nc(-c3ccccc3)c(-c3ccccc3)o2)cc1,-1,-2,101,0,98,102,16,-10,0,-0.1,-6
COc1cc(OC)cc(C(=O)NNC(=O)c2ccccc2Br)c1,-9,-4,102,-4,102,106,11,-5,23,-0.1,-7
CCOC(=O)c1sc(N)c(C#N)c1CSc1nnc(C2CCCCC2)n1N,-7,-7,98,-3,99,100,37,-4,12,-0.7,-7
O=C(C(Sc1ccccc1)c1ccccc1)N1CCN(c2ccccc2F)CC1 (stereo not drawn),-6,-10,104,0,103,102,59,-18,3,0.8,-8
O=C(CSc1nnc(COc2ccccc2Cl)o1)NC(=O)NC1CCCC1,-1,0,96,-2,87,93,7,0,10,1.2,-1
C/C(=C\C(=O)Nc1nccs1)c1ccccc1,-12,-15,101,-3,109,100,28,-15,4,0.8,-10
Cc1nc2ccccc2n1CC(=O)NCCN1CCOCC1,-23,-24,101,-28,100,102,56,-28,1,0.4,-30
O=C1/C(=C/c2ccco2)CCc2ccccc21,-3,-1,98,-2,99,86,7,0,10,0.8,-5
C=CCc1cccc2cc(C(=O)NC(C)(C)C)c(=O)oc12,-5,2,95,0,87,82,26,0,7,0.6,2
COc1cc2c(-c3ccc(O)cc3)nc3c(c(C)nn3-c3ccccc3)c2cc1OC,0,0,200*[activator],0,89,100,5,2,26,15,-4
CCCCc1cc(=O)oc2cc(O)cc(O)c12,-1,-3,112,-5,118,106,13,-4,8,-0.7,-6
Cc1ccc(C(=O)Nc2sc(Cc3ccc4c(c3)OCO4)c(C)c2C(N)=O)cc1,-6,-3,104,-5,103,103,14,0,2,0.0,-12
CCCc1cc(=O)[nH]c(SCCOC(=O)c2ccccc2)n1,-5,-2,100,-1,95,103,20,0,4,0.4,-3
Cc1cc(NC(=O)C2C3C(=O)N(Cc4ccc(Cl)cc4)C(C(=O)NC4CCCCC4)C34C=CC2(C)O4)no1 (stereo not drawn),-3,-4,100,-2,97,99,15,-1,0,0.1,-1
CC1CN(C(=S)SCC(=O)c2ccc(Cl)cc2)CC(C)O1 (stereo not drawn),-3,-7,105,-1,109,99,11,-8,1,0.3,-6
O=C(/C=C/c1ccc(Br)o1)NC(c1ccccc1)c1ccccc1,-4,-6,100,-3,100,102,16,-12,17,0.1,-12
CCc1nc2ccccc2c(C(=O)Oc2cccc3cccnc23)c1C,-8,-4,103,1,99,101,30,-17,42,0.5,-4
CC1CCN(S(=O)(=O)c2cccc(C(N)=O)c2)CC1,0,-1,102,0,102,104,24,-1,6,0.0,-8
COc1ccc(CNC(=O)CCOc2ccc(C(C)(C)C)cc2)cc1,-2,-3,102,-2,105,104,11,-2,0,0.1,-3
Cc1ccc(N(CC(=O)N2CCOCC2)S(C)(=O)=O)cc1,-3,1,97,2,99,99,10,3,6,1.4,-2
CCCCOC(=O)Nc1ccc(S(=O)(=O)Nc2ncccn2)cc1,-2,0,102,-3,u,100,17,-5,11,0.9,-7
COC(=O)c1ccc(C(=O)OC)c(NC(=S)N2CCN(c3cccc(Cl)c3)CC2)c1,-7,-4,95,-5,94,79,5,-1,-5,0.1,-10
CC(C)C(=O)NC(c1cccs1)c1cc([N+](=O)[O-])c2cccnc2c1O (stereo not drawn),-8,-3,94,-5,95,97,12,3,-11,-1.7,-3
CCC(CCC(=O)Nc1ccc(S(N)(=O)=O)cc1)C(=O)O (stereo not drawn),-8,-16,104,-8,102,100,36,-10,0,-0.1,-10
Cc1cc(NC(=O)Nc2ccc(F)cc2)no1,-3,1,116,-2,113,104,10,-1,7,0.8,1
Cc1ccccc1NC(=O)N(CCc1nc2ccccc2[nH]1)Cc1ccccc1,-5,4,104,-3,102,105,34,0,4,1.2,-2
CCN1CCN(C(=O)CCc2nnc(CCCCc3ccccc3)o2)[C@@H](C)C1=O,-1,-7,102,-3,97,100,15,-9,2,0.5,-5
CC(=O)N(CN1C(=O)c2ccccc2C1=O)c1ccccc1,-1,0,101,-1,98,99,25,0,2,0.5,0
O=C(O)CCCNS(=O)(=O)c1ccc2ccccc2c1,-5,-1,97,0,98,101,11,-1,2,0.4,-1
S=C(c1cn(CCOc2cccc3ccccc23)c2ccccc12)N1CCCC1,-7,-3,115,-2,113,102,12,0,-13,-0.8,-14
CCCN(CCC)CCNC(=O)c1cc2c(C)nc3ccccc3c2o1,0,3,106,1,109,127,14,2,-1,0.2,3
Cc1cc(C(=O)CSc2ccc(F)cc2)cc(C)c1OC(=S)N(C)C,1,-2,98,-1,98,98,8,-1,5,1.0,-2
COc1ccc(CCNC(=O)c2ccc(Cl)cc2Cl)cc1,-9,-9,91,1,97,96,7,-4,0,0.2,2
COc1ccc(C(=O)N/N=C(\C)Cn2cnc([N+](=O)[O-])n2)cc1,0,0,103,-1,101,99,10,0,5,0.6,-1

# 3 structures already listed, arranged by count of non-hydrogen atoms, low to high:
SMILES,Bcl-XL Bim block,Bim-Bcl-2,RGS4-Gao reg,Bcl-W Bim block,RGS7-Gao reg,RGS8-Gao reg,GSH bead fluor,Bfl-1 Bim block,ABCG2 block,ABCB1 inh,Bim-Bcl-B
CCC(CCC(=O)Nc1ccc(S(N)(=O)=O)cc1)C(=O)O (stereo not drawn),-8,-16,104,-8,102,100,36,-10,0,-0.1,-10
CCCN(CCC)CCNC(=O)c1cc2c(C)nc3ccccc3c2o1,0,3,106,1,109,127,14,2,-1,0.2,3
S=C(c1cn(CCOc2cccc3ccccc23)c2ccccc12)N1CCCC1,-7,-3,115,-2,113,102,12,0,-13,-0.8,-14

# The list goes on:
SMILES,Bcl-XL Bim block,Bim-Bcl-2,RGS4-Gao reg,Bcl-W Bim block,RGS7-Gao reg,RGS8-Gao reg,GSH bead fluor,Bfl-1 Bim block,ABCG2 block,ABCB1 inh,Bim-Bcl-B
CCOc1ccccc1N(CC(=O)Nc1ccc2c(c1)OCO2)S(C)(=O)=O,-2,0,98,3,98,100,16,-13,2,0.4,-2
CCC(=O)Nc1nonc1-c1nc2ccccc2n1N(C(=O)CC)C(=O)CC,-2,0,82,1,86,86,24,1,0,-2.3,1
O=C1CSC(c2ccccc2[N+](=O)[O-])N1CCc1ccccc1 (stereo not drawn),0,2,100,0,99,98,23,0,22,1.5,0
Cc1nn(C)c(Oc2ccccc2)c1CCNS(=O)(=O)c1ccccc1,-5,-1,97,0,96,101,13,-4,2,1.0,-2

# No enrichment for hits, and some 1.1% of all compounds hit somewhere here.
